EBI2 block: antagonists of human EBI2 receptor | AID 651636 | EBI2 beta-arrestin recruitment, luminescence, 7a,25-OHC stimulated | 360,000 tested, 0.81% active | inhibition, % at 5 µM; in the data active = inhibition above about 38%;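 note: enzyme fragment complementation signal reports receptor beta-arrestin coupling in cells; 0% = agonist plus DMSO wells and 100% = wells without agonist; some results beyond the cut were filed as inactive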
APJ antag: antagonists of human APJ apelin receptor. 330,000 tested, 0.32% active. CHO-K1 APJ beta-arrestin complementation, luminescence. P35414. inhibition, % at 20 µM. AID 2521;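 active = inhibition above about 40% at 20 µM, limit read from the data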;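 note: cells challenged with 10 nM apelin-13 agonist together with compound; plate controls were apelin-13 plus DMSO wells for no effect and DMSO wells lacking apelin-13 for full effect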
Jurkat NFkB inh: inhibitors of the PMA/ionomycin-induced NF-kB reporter in Jurkat cells; inhibition, % at 4 µM; PMA/ionomycin-induced NF-kB luciferase reporter, luminescence; AID 435003; 330,000 tested, 0.53% active; in the data active = inhibition above about 50%
Gli-Sufu antag: antagonists of Gli-Sufu signaling; Sufu-KO-LIGHT fibroblasts, Gli luciferase reporter luminescence; inhibition, % at 5 µM; 340,000 tested, 0.74% active;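 active = inhibition above about 55%, limit read from the data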;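 note: 0% = DMSO-treated cells and 100% = wells with medium but no cells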
UBC13 inh: human UBC13 polyubiquitination inhibition | P61088 | UBC13 polyubiquitin chain formation, TR-FRET | inhibition, % at 20 µM | 330,000 tested, 0.47% active | AID 485273; in the data active = inhibition above about 45%, passing the limit was not always enough
Target sequence (P61088 whole entry, looked up): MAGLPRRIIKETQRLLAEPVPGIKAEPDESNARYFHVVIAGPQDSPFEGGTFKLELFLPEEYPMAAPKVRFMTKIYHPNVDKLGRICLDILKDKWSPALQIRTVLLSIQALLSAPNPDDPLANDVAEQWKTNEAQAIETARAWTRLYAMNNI
697 NFkB inh: inhibitors of the PMA/ionomycin-induced NF-kB reporter in 697 B cells; 697 B-cell NF-kB luciferase reporter, 16 h; inhibition, % at 4 µM; 330,000 tested, 0.33% active; AID 435022; in the data active = inhibition above about 35%
CCR6 antag: blocks CCL20-driven beta-arrestin recruitment at human CCR6. P51684. 340,000 tested, 0.49% active. CHO-K1 CCR6 PathHunter beta-arrestin, luminescence, CCL20-stimulated. inhibition, % at 20 µM;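 active = compounds whose inhibition of the agonist-driven luminescence signal at 20 µM reaches about 50%, limit read from the data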;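 note: cells stimulated with CCL20 at 14 nM final; plate controls were DMSO with CCL20 for no effect and DMSO without agonist for full effect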
Target sequence (P51684 whole entry, looked up): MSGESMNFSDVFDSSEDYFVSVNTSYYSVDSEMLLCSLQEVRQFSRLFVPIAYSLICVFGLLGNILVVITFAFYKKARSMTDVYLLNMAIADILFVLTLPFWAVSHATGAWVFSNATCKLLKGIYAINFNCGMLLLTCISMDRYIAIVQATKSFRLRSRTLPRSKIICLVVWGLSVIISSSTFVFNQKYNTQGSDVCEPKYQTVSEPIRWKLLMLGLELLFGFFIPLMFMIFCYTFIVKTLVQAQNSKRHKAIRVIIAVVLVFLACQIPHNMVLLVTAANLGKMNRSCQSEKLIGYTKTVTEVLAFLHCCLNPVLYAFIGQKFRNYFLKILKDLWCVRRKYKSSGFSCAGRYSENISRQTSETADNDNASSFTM
CXCR6 inh: blocks human CXCR6 beta-arrestin recruitment; 360,000 tested, 0.36% active; O00574; CHO-K1 PathHunter CXCR6 beta-arrestin, luminescence; inhibition, % at 20 µM; in the data active = inhibition above about 34%, passing the limit was not always enough;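 note: antagonist mode with CXCL16 agonist at 10 nM final; 0% = 10 nM CXCL16 with DMSO and 100% = unstimulated wells without agonist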
Target sequence (O00574 whole entry, looked up): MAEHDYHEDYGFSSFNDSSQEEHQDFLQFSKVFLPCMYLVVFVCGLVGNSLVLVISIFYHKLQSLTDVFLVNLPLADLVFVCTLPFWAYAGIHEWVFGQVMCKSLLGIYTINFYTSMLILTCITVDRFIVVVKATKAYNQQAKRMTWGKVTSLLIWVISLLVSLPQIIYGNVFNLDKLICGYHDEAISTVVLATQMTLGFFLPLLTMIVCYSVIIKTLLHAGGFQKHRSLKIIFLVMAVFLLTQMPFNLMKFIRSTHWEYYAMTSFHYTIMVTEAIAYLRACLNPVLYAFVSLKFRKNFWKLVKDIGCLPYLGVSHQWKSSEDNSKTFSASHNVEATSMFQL
The depositor's hits bear a star; · = not tested or not shown. Outcome played no part in choosing rows; any-hit rate near 3%.

SMILES	EBI2 block	UBC13 inh	APJ antag	Jurkat NFkB inh	697 NFkB inh	Gli-Sufu antag	CXCR6 inh	CCR6 antag
CCN(CC)c1nc(C)c2c(c1C#N)CC(C)(C)OC2	-1	10	11	3	-14	-3	2	8
CC(C)C[C@@H](CNCC(=O)[C@H](CC(C)C)NC(=O)c1[nH]cnc1C(=O)N[C@H](CN)CC(C)C)NC(=O)c1nc[nH]c1C(=O)N[C@@H](CC(=O)O)C(=O)O	-3	·	·	·	·	-3	3	-11
COc1cc(O)c2c(c1)OC(c1ccc(O)cc1)CC2=O (stereo unspecified)	3	4	-36	16	15	2	-6	-16
COc1ccccc1NC(=O)COC(=O)C1=NN(c2ccccc2)C(=O)CC1	6	14	7	2	14	3	5	18
COc1ccc(OCC(O)CNC(C)c2ccccc2)cc1 (stereo unspecified)	22	5	-6	-34	-1	6	-3	-3
CO/N=C/c1ccc(N2CCN(C(=O)c3ccc(C)cc3)CC2)c([N+](=O)[O-])c1	7	-17	11	-1	28	3	-3	19
Cc1c(NC(=O)c2cccc(S(=O)(=O)N(C)c3ccccc3)c2)c(=O)n(-c2ccccc2)n1C	2	·	·	·	·	1	-6	4
CCCCN(C)c1ccc([N+](=O)[O-])cc1	-5	-28	-4	-17	-31	-4	4	15
Cc1cc(S(=O)(=O)NC2CCCC2)ccc1-n1cnnn1	-13	8	9	14	9	-5	0	16
Cc1cc(C)c(NC(=S)N(CCCN2CCOCC2)Cc2cccnc2)c(C)c1	-17	-9	-8	0	0	25	3	-11
CC(C)(Oc1ccc(Cl)cc1)C(=O)Nc1cccc(S(=O)(=O)NC2=NCCC2)c1	7	6	7	-6	18	-13	5	7
COc1ccc(S(=O)(=O)N2CC(O)CC2C(=O)OCC(=O)Nc2ccc(Cl)cn2)cc1 (stereo unspecified)	2	3	11	9	21	5	-1	11
C=CCOC(=O)C1=C[C@H](c2csc3ccccc23)C[C@H](OCCCCO)O1	-6	-20	-18	6	1	-10	1	3
COc1ccc(-c2noc(CN(Cc3nccn3C)C(C)C)n2)cc1	-7	-10	-7	0	-11	9	1	11
COc1cccc2c(=S)c(CCC(C)=O)c(C)[nH]c12	-6	·	·	·	·	3	0	13
COc1ccc(Cl)cc1N1Cc2ccccc2C1	-7	-14	4	-6	4	-1	10	-10
CC(C)C[C@H](NC(=O)c1nc[nH]c1C(=O)NC1CCNCC1)C(=O)OCc1ccccc1	-9	22	18	-11	10	-8	-1	-2
OCCC1CN(Cc2cnc(-c3ccccc3)s2)CCN1Cc1ccccc1 (stereo unspecified)	14	6	0	15	0	22	0	2
CC1CCCC(C)N1/N=C/c1cc(Br)cc(Br)c1O (stereo unspecified)	-7	4	-1	-4	12	-4	3	23
CCOC(=O)c1c(NC(=O)c2ccc(S(=O)(=O)N3CCOCC3)cc2)sc2c1CC(C)(C)NC2(C)C	-5	13	10	19	-16	16	2	7
O=C(c1ccccc1)c1ccc(OCC(O)CN2CCOCC2)cc1 (stereo unspecified)	-13	-5	5	-9	11	-6	6	10
COc1cccc(-c2nc(-c3ccc(C(=O)O)cc3)no2)c1	2	7	10	-21	-351	-136	2	15
CC1CCN(C(=O)CSc2nnc(-c3ccco3)o2)CC1	-5	2	13	-23	-14	-21	7	-17
CCOc1cc(C=O)cc(Cl)c1OCC(N)=O	10	-14	6	0	4	-4	-6	7
CCN(C(=O)COC(=O)c1[nH]c(=O)[nH]c(=O)c1N)c1ccccc1	-3	-18	-15	-7	-7	3	7	-4
COc1cc(CCC(=O)N2CCN(S(=O)(=O)c3ccc(C)cc3)CC2)cc(OC)c1OC	1	-1	4	0	8	21	-6	-1
CC1CCN(S(=O)(=O)c2cccc(C(=O)NC3CCCCC3)c2)CC1	4	-5	-15	-11	12	0	9	14
COC(=O)N/N=C\c1ccc(OC/C=C/c2ccccc2)c(OC)c1	6	-10	-8	-2	-18	3	-10	4
CCN(CC(=O)NC1CCS(=O)(=O)C1)S(=O)(=O)c1ccccc1Cl (stereo unspecified)	-6	1	-28	2	3	-7	-1	-6
CSCC(=O)N1CCC(Oc2cccc(C(=O)NCc3ccccn3)c2)CC1	5	-7	8	-4	-10	·	2	9
CC(C)(Oc1ccc(Cl)cc1)C(=O)OCC(=O)NCCc1ccc(S(N)(=O)=O)cc1	-14	7	14	7	10	-6	1	10
O=C1C2C3C=CC(C2C(=O)N1c1ccc(O)cc1)C1C2C(=O)N(c4ccc(O)cc4)C(=O)C2C31 (stereo unspecified)	3	-9	-6	-1	-5	1	5	-21
Cc1nc2cc(NC(=O)N3c4ccccc4CC3C)ccc2n1C (stereo unspecified)	-24	-4	3	-137	-205	-52	2	4
Oc1ccc(Nc2nc(-c3ccccc3O)nc3ccccc23)cc1	5	14	7	-4	1	4	3	-4
CC(C)n1cc(CN2CCCC(CNS(=O)(=O)c3cccc4cccnc34)C2)cn1 (stereo unspecified)	-6	-6	9	2	-16	14	-3	9
COc1ccc(-c2nc(CN3CCN(c4ccccc4OC)CC3)c(C)o2)cc1	2	14	-2	0	-14	43	2	32
O=S(=O)(c1ccc(Cl)s1)N1CCN(C/C=C/c2ccccc2)CC1	36	1	10	-7	16	-13	-5	25
Cc1ccc(/C=N/NC(=O)c2n[nH]c3c2CCCC3)cc1	-18	1	2	25	-220	23	-14	7
CSc1ccc(CNC(=O)c2c(C)noc2C)s1	-15	-2	0	2	-4	1	0	8
COC(=O)c1cc(COc2ccc3oc(C)c(C(=O)OC(C)C)c3c2)c(C)o1	17	-14	-12	-23	-34	-3	7	2
O=C(CC1C(=O)NCCN1Cc1ccc(-c2ccccc2)cc1)NCC1CC1 (stereo unspecified)	10	-30	0	15	-7	-2	8	10
CC1COC2C(O1)N(S(C)(=O)=O)CCN2S(C)(=O)=O (stereo unspecified)	4	8	-15	10	7	-3	0	-7
O=C(Cn1nnc(-c2ccccc2Cl)n1)Nc1cccc(S(=O)(=O)N2CCCC2)c1	5	13	-9	6	-12	6	-4	7
CCn1c(CNC(=O)c2ccc(Cl)cc2)nnc1SCC(=O)N1CCOCC1	1	0	18	16	11	-1	-21	14
O=[N+]([O-])c1cccc2cnccc12	-1	·	·	·	·	-6	-11	6
COc1ccc(N2C(=O)CC(Sc3ncn[nH]3)C2=O)c(OC)c1 (stereo unspecified)	-2	-2	9	10	25	8	-4	79*
OCCN1CCN(CC(O)COc2ccc(-c3ccccc3)cc2)CC1 (stereo unspecified)	0	13	-1	-37	-42	-14	0	0
CCOc1ccccc1-n1c(SCC(N)=O)nc2ccccc2c1=O	-5	5	-4	11	24	-3	5	-4
CCOc1cc(CN2CCN(CCc3ccccc3)C(CCO)C2)ccc1OC (stereo unspecified)	8	-6	9	15	6	61*	6	-1
CCOC(=O)N1CCC(NC(=O)C(CC(C)C)NC(=O)C2CCC(C)CC2)CC1 (stereo unspecified)	2	-8	-14	8	-20	7	2	3

The list continues:
SMILES	EBI2 block	UBC13 inh	APJ antag	Jurkat NFkB inh	697 NFkB inh	Gli-Sufu antag	CXCR6 inh	CCR6 antag
CN(Cc1nc2ccccc2n1C)S(C)(=O)=O	-5	7	8	-9	5	0	-10	-4
Cc1c(NC(=O)c2cc(-c3ccc(F)cc3)on2)c(=O)n(-c2ccccc2)n1C	-3	-1	6	-10	7	12	3	16
Cc1ccc(C(c2c(C)[nH][nH]c2=O)c2c(C)[nH][nH]c2=O)cc1[N+](=O)[O-]	-5	-6	12	14	17	5	-1	-2
O=C(Nc1ccc2c(c1)OCO2)N1CCN(c2cccc(C(F)(F)F)c2)CC1	-2	-12	-1	-11	-22	4	-6	11
COc1cccc(NC(=S)NNC(=O)Cn2nc([N+](=O)[O-])cc2C)c1	-11	-6	10	14	6	0	10	18
COc1cc(OC)c(/C=N/NC(=O)c2ccc(NC(C)=O)cc2)cc1Br	-4	-3	-9	2	12	0	1	-12
O=C(Nc1nnc(-c2cccc(F)c2)s1)Nc1ccccc1F	-5	-2	-8	-9	-33	-47	-1	9
CCOC(=O)/N=C(/NC(=O)Nc1ccc(C(=O)OCC)cc1)OC	-8	1	21	8	10	0	-11	-9
O=C(COc1ccccc1F)N1CCc2ccccc2C1	3	0	7	-9	-12	-12	1	5
Cc1cccc(N2CCN(C(=O)C3CCN(S(=O)(=O)c4c(C)noc4C)CC3)CC2C)c1 (stereo unspecified)	8	8	19	9	1	7	-12	4
CCOc1ccc2nc(SCC(=O)c3ccc(C)s3)sc2c1	-7	-2	2	4	12	-11	-13	-12
CC(=O)c1cccc(S(=O)(=O)N2CCC(C(=O)O)(c3ccccc3)CC2)c1	0	-2	-1	7	7	-29	2	10
C=CCC(=O)N1CCCC(CO)(Cc2ccc(F)cc2F)C1 (stereo unspecified)	-4	-6	11	-18	-42	-4	5	18
COc1ccc(Cl)cc1C(=O)NCC#N	15	10	-3	-1	7	-4	2	-8
CC(=O)Oc1ccc(/C=C(\NC(=O)c2cccc(Br)c2)C(=O)Nc2ccc(C(=O)O)cc2)cc1	-5	-15	-7	-3	0	8	6	3
C=CCNC(=S)NNC(=O)COc1cccc(Cl)c1	-7	11	12	-3	7	3	1	9
Cc1csc2c(N3CCN(C(=O)NC(C)(C)C)CC3)ncnc12	-10	9	21	8	-9	10	6	4
COC(=O)Cn1c(CCS(=O)(=O)c2ccc(C)c(C)c2)nc2ccccc21	-21	3	5	-14	4	1	2	-5
O=C(NC1CCCC1)C(c1ccc(N2CCOCC2)cc1)N(C(=O)c1ccco1)c1ccccc1F (stereo unspecified)	-10	0	-16	-7	-1	2	-9	4
COc1cc(NC(=O)c2ccc(S(=O)(=O)N(C)c3ccccc3OC)cc2)cc(OC)c1	23	13	11	12	0	6	3	12
COC(=O)CNC(c1ccccc1)c1cc(Br)ccc1NC(=O)CCN1CCOCC1 (stereo unspecified)	6	0	8	-6	-4	-8	15	19
NCc1nc(-c2ccc(Cl)cc2)no1	8	-4	-15	-18	-23	-8	-7	4
CN(C)C(=O)C1Cc2ccccc2CN1S(=O)(=O)c1cccs1 (stereo unspecified)	7	1	4	-10	1	5	6	16
CC(C)(C)c1cc(C(=S)N2CCN(CCO)CC2)cc(C(C)(C)C)c1O	8	20	-15	-2	22	2	-2	1
CCOC(CNCc1cc(C)c2[nH]c3ccccc3c2c1C)OCC	-1	·	·	·	·	15	-1	3
COC(=O)CCC(=O)c1ccn(S(=O)(=O)c2ccccc2)c1	-3	5	1	-24	6	3	-1	21
CCNC(=S)NNC(=O)C(c1ccccc1)c1ccccc1	-8	0	6	-13	12	-5	5	2
CCCCN(CC)C(=O)c1ccccc1Oc1ccccc1	0	5	-2	7	17	7	11	10
O=C(NC(=S)Nc1ccccc1C(=O)O)c1ccc2ccccc2c1	-5	10	20	-1	-20	2	19	23
O=C(NC(=S)Nc1ccc(S(=O)(=O)N2CCCCCC2)cc1)c1cccs1	32	-2	15	6	-16	24	13	34
COc1ccccc1NC(=O)C1=C(C)NC(=O)NC1c1ccc(C)s1 (stereo unspecified)	8	-18	-8	-12	-9	-3	-6	-10

Full records from above.
Entry for `COc1ccc(Cl)cc1N1Cc2ccccc2C1` = EBI2 block = -7; UBC13 inh = -14; APJ antag = 4; Jurkat NFkB inh = -6; 697 NFkB inh = 4; Gli-Sufu antag = -1; CXCR6 inh = 10; CCR6 antag = -10
Entry for `C=CCNC(=S)NNC(=O)COc1cccc(Cl)c1` = EBI2 block = -7; UBC13 inh = 11; APJ antag = 12; Jurkat NFkB inh = -3; 697 NFkB inh = 7; Gli-Sufu antag = 3; CXCR6 inh = 1; CCR6 antag = 9
Entry for `CC(=O)c1cccc(S(=O)(=O)N2CCC(C(=O)O)(c3ccccc3)CC2)c1` = EBI2 block = 0; UBC13 inh = -2; APJ antag = -1; Jurkat NFkB inh = 7; 697 NFkB inh = 7; Gli-Sufu antag = -29; CXCR6 inh = 2; CCR6 antag = 10

From PubChem BioAssay
